# FXIa inh = blocks human coagulation factor XIa activity; P03951; purified human FXIa, fluorogenic AMC substrate cleavage; inhibition, % at 10 µM; 33,000 tested, 0.3% active; AID 687;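 active = inhibition above 40% in the primary screen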;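 note: 0% = enzyme without compound and 100% = blank wells lacking enzyme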
# FXIIa single = inhibitors of human coagulation factor XIIa; P00748; purified human FXIIa, AMC substrate fluorescence, 2 h; inhibition, % at 10 µM; 33,000 tested, 0.2% active; in the data active = inhibition above about 30%;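 note: 0% = enzyme with vehicle only and 100% = no enzyme blank; many of its hits are not listed in these tables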
# Target sequence (P00748 20-372 limits assumed): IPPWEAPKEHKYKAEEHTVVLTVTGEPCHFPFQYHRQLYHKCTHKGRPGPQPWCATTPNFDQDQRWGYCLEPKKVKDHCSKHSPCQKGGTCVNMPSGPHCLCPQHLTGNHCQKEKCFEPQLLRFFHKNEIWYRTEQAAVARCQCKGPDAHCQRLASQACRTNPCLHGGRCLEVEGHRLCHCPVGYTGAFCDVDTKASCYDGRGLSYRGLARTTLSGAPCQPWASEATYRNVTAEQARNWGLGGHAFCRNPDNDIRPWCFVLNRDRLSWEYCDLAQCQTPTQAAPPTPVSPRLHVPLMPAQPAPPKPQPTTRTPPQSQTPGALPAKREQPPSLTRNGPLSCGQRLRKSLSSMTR
# Target sequence (P00748 373-615 limits assumed): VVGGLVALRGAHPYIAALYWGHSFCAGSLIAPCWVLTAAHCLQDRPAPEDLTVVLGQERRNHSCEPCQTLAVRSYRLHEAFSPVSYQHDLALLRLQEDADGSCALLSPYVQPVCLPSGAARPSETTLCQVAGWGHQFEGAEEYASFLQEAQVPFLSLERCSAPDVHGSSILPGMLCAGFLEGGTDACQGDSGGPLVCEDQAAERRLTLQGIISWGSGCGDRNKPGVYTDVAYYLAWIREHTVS
# * marks the source's active call; other numbers are inactive results.
# Screens in order – FXIIa single, FXIa inh
- COc1ccc2c(c1)cc1n2CCN=C1NN
  -13, 26
- COc1ccccc1NC(=O)c1nnn(Cc2ccccc2)c1NC(=O)C(F)(F)F
  -12, -10
- CCOC(=O)c1ccccc1NC(=O)Cn1cnc2c(oc3ccccc32)c1=O
  4, -2
- CC1=NS(=O)(=O)c2cc(Cl)ccc2N1
  3, 7
- Cc1ccc2c(c1)c(CC(=O)Nc1ccc(F)cc1)c(C(=O)O)n2C
  -2, -1
- CSc1ccccc1C(=O)NC1CCCCCC1
  7, -1
- CSc1ccccc1NC(=O)Cn1c(-c2cscn2)nc2ccccc21
  1, -3
- COc1ccc(C(=O)N2CCCC(c3ccccc3)C2)cc1 (stereo not given)
  2, 1
- O=C(CSc1nc2c(sc3ccccc32)c(=O)n1CCc1ccccc1)NCc1ccco1
  -2, 1
- Cc1cccc(C(=O)CC(=O)c2cc(Cl)ccc2O)c1
  6, -5
- OCCN1CCN(CC(O)COc2ccc(-c3ccccc3)cc2)CC1 (stereo not given)
  7, -2
- CCCCNCCCOc1cc(Cl)ccc1Cl
  6, 4
- CCOC(=O)C1=C(C)Nc2ncnn2C1c1cccnc1 (stereo not given)
  7, -8
- Cc1cc(NC(=O)CSc2nc(C(C)C)nc3sc4c(c23)CCC(C)C4)no1 (stereo not given)
  -2, -2
- CCOC(=O)C1=C(C)NC(=O)NC1c1cccc(OC)c1OCc1ccccc1Cl (stereo not given)
  6, 8
- Cc1nnc(N2CCN(c3ccccc3)CC2)[nH]c1=O
  0, -2
- C=CCn1c(SC(C)CC)nc(O)cc1=O (stereo not given)
  7, -1
- Cc1ccc(C)c(OCCCCn2ccnc2)c1
  9, 2
- COc1ccc(C)cc1-n1nnnc1SCc1csc(C)n1
  8, -4
- CN(Cc1cnn(C)c1)C(=O)c1sc2cccc(Cl)c2c1Cl
  4, -4
- O=C(CS(=O)(=O)c1c[nH]c2ccccc12)N1CCCc2ccccc21
  3, 0
- O=S(=O)(c1ccccc1)N1CCN(CC(O)COc2ccc3c(c2)CCC3)CC1 (stereo not given)
  4, 5
- O=C1c2ccccc2NC2(CCCC2)N1O
  7, 7
- CCOC(=O)N/N=C(\C)c1ccc(Br)cc1
  10, 4
- CCOC(=O)N1CCN(c2ncnc3c2[nH]c2ccc(OC)cc23)CC1
  -17, -13
- CC1CCCCC1NC(=O)CSc1nnc(-c2ccccc2)n1N (stereo not given)
  5, 0
- CCOC(=O)/C(C#N)=C\c1c(C)cc(C)c(COC(C)=O)c1C
  14, 1
- O=c1oc(/C=C/c2ccccc2)nc2sc3c(c12)CCC3
  -1, 1
- Cc1ccc(CNC(=O)C2CC(=O)N(c3ccc(OCC(=O)N4CCCC4)cc3)C2)cc1 (stereo not given)
  2, -5
- Cc1ccc(S(=O)(=O)NCC(=O)OCC(=O)NC(=O)c2cccn2C)cc1
  8, 4
- OC(c1ccccc1)C1CN(Cc2ccccc2)CCC1(O)c1ccccc1 (stereo not given)
  -14, 0
- Cc1ccc(CCNC(=O)CN2C(=O)COc3ccccc32)cc1
  6, -3
- CC(=O)c1c(C(C)=O)c(C)n(-c2nc(-c3ccc(Br)cc3)c(C)s2)c1C
  4, -10
- O=C(Oc1ccc(N(Cc2cccs2)C2=NS(=O)(=O)c3ccccc32)cc1)c1ccc(Cl)cc1
  -17, 0
- C=CCOC(=O)C1=C(C)NC(SCC(=O)Nc2nccs2)=C(C#N)C1c1cccs1 (stereo not given)
  10, 6
- CCc1noc(C)c1C(=O)NCCc1ccc(OC)c(OC)c1
  5, -3
- CCOC(=O)c1c(C)c(C(=O)NCCc2ccc(S(N)(=O)=O)cc2)c(C)n1CC
  10, -7
- O=S(=O)(NCCNS(=O)(=O)c1ccccc1)c1ccccc1
  15, -1
- CCN(CC)c1ccc(NC(=O)c2cnn(CC)c2)cc1
  -9, -13
- COc1ccc(/C=N/n2cnnc2SCc2ccccc2)cc1
  3, 7
- COC(=O)c1cccc(S(=O)(=O)N2CCC(c3nc4ccccc4o3)CC2)c1
  3, -2
- N#C/C(=C/c1ccc(Sc2nc3ccccc3[nH]2)o1)c1cccc(Br)c1
  -7, 28
- O=C(O)CCS(=O)(=O)Cc1ccccc1Cl
  6, -3
- Cc1cc(OCC(=O)N2CCOCC2)cc2oc(=O)c3ccccc3c12
  -3, -7
- Cc1cc(C)nc(Sc2ncnc3c2oc2ccccc23)n1
  9, 5
- CCNC(=O)COC(=O)c1cc(-c2ccc(OC)cc2)nc2ccccc12
  -5, -16
- CCNC(=O)CN(c1ccc(CC)cc1)S(C)(=O)=O
  2, -4
- Cc1ccc(C)c(NC(=O)CSc2nc(C)cc(C)c2C#N)c1
  5, -3
- NC(=O)c1cc2ccccc2oc1=NCc1ccccc1
  5, 10
- Cc1nc2ccccc2n2c(-c3ccccc3)c3c(=O)n(C)c(=O)n(C)c3c12
  1, -7

# The listing continues.
# Screens in order – FXIIa single, FXIa inh
- Cc1ccc2nc(SCC(=O)NCC3CCCO3)c(C#N)cc2c1 (stereo not given)
  3, -5
- Cn1nnc(NC(=O)CSc2ncn[nH]2)n1
  3, -2
- CCOC(=O)C(=O)Nc1ccccc1C(=O)Nc1ccc(OC)cc1
  0, -4
- Cc1nnc(N2CCc3ccccc3C2)[nH]c1=O
  1, 0
- CCCCNC(=O)CC1SC(=NCC)N(CC)C1=O (stereo not given)
  -11, 16
- Cc1cc(N2CCN(C)CC2)nc2ccc(NC(=O)c3cccnc3Cl)cc12
  5, -8
- O=C(CN1C2CCCC1CC(NC(=O)c1ccco1)C2)Nc1ccccc1 (stereo not given)
  1, -3
- CCOC(=O)c1cc(-c2ccccc2)sc1NC(=O)C(C)Sc1nnnn1C (stereo not given)
  6, 0
- CN1CCN(C2CC(=O)N(Cc3ccc(N4CCCC4=O)cc3)C2=O)CC1 (stereo not given)
  5, 9
- Cc1ccc(O)c(C2=Nc3ccccc3N=C(c3ccco3)C2)c1
  6, 11
- N#CC1=C(SCc2ccccc2)NC(=O)C(C#N)C12CCCC2 (stereo not given)
  3, -13
- Oc1cccc2ccc(/C=C/c3cccs3)nc12
  -9, 14
- CN(C)CCCNc1cn[nH]c(=O)c1Cl
  -4, -1
- COc1ccc(C(C)=O)cc1CN1CCCCC1
  -15, 0
- COc1cccc(/C(O)=C2/C(=O)C(=O)N(CCCN3CCOCC3)C2c2ccncc2)c1 (stereo not given)
  6, 6
- COC(=O)c1cc(C#N)c(SCc2ccccc2)nc1C
  6, 11
- COc1cc(NC(=O)CCN2CCN(Cc3ccccc3)CC2)cc(OC)c1
  6, 5
- COc1ccc(OCC(=O)N2CCN(C(=O)c3cccc(F)c3)CC2)cc1
  2, 2
- COc1ccc(NC(=O)NCCCN2CCCC2=O)c(OC)c1
  5, 1
- CCC(=O)c1cn(CC(=O)NCc2ccco2)c2ccccc12
  23, -1
- COc1ccc(C=Nc2cccc3c(=O)[nH][nH]c(=O)c23)c2ccccc12
  7, -6
- CCS(=O)(=O)N1CCN(c2ccccn2)CC1
  12, 3
- O=C(Cn1nnc2ccccc21)OCC(=O)c1ccc(Cl)c(Cl)c1
  2, 4
- Cc1cc(C)c(OCC(=O)Nc2ccccc2N2CCOCC2)c(C)c1
  4, -9
- CN(C)CC(O)COc1ccc(-c2ccc(C#N)cc2)cc1 (stereo not given)
  3, -4
- Cc1cc(Cl)ccc1OCCCC(=O)N1CCCCC1
  7, 9
- O=C(CCCC(=O)N1CCCc2ccccc21)N1CCCc2ccccc21
  -13, 1
- O=C(CCCCCN1C(=O)CCC1=O)Nc1ccc2c(c1)OCO2
  8, -1
- O=C(OCc1cc2ccccc2[nH]c1=O)c1ccccc1
  1, 4
- COc1ccccc1N(CC(=O)Nc1c(C)cccc1C)S(C)(=O)=O
  -12, -10
- C=C(CC)C(=O)c1ccc(OCC(=O)O)c(Cl)c1Cl
  11, 2
- O=C(CN1CCCCC1)Nc1cccc(Br)c1
  6, 1
- CC(C)(C(N)=O)N1CCN(c2ncc(C(F)(F)F)cc2Cl)CC1
  0, 1
- Cc1ccc(Nc2c(-c3ccc(C)o3)nc3cnccn23)cc1
  -5, -4
- O=C(OCC(=O)N1CCN(C(=O)c2ccco2)CC1)c1ccccc1Cc1ccccc1
  4, -9
- COc1ccc(Cc2nnc3c4cnn(C)c4ncn23)cc1
  2, 0
- CNc1nc(C(=O)O)nc(N2CCOCC2)n1
  4, 6
- O=C(OCCCN=C1NS(=O)(=O)c2ccccc21)c1ccc(F)cc1
  6, -9
- CCC(=O)Oc1ccc(C(=O)Nc2ccc3c(c2)C(=O)N(C2CCCCC2)C3=O)cc1
  -20, -8
- O=C(Cc1ccc(Br)cc1)OCC(=O)c1ccc2c(c1)OCCO2
  6, -9
- CCc1ccc(C(=O)Nc2ccc(S(=O)(=O)Nc3nc(C)cc(C)n3)cc2)o1
  7, 1
- Cc1cc(NC(=O)CCC(=O)N(CC(=O)NC2CCCC2)Cc2ccco2)no1
  2, -3
- O=C(c1ccc(Cl)cc1)c1c[nH]c(C(=O)C(Cl)(Cl)Cl)c1
  2, 2
- CCOC(=O)C1=C(CN2CCOCC2)NC(=O)NC1c1cc(C)ccc1C (stereo not given)
  7, 1
- CCCn1nc(NC(=O)c2cccs2)c2cc3ccccc3nc21
  1, -2
- COc1ccccc1-c1nnc(N(C)C(=O)C2CCCO2)s1 (stereo not given)
  6, 5
- CCc1ccc(Nc2ncc3c(n2)CC(c2ccc(OC)cc2)CC3=O)cc1 (stereo not given)
  0, -14
- CC12CN3CC(C)(CN(C1)C3c1cc3ccccc3[nH]1)C2=O (stereo not given)
  4, -3
- COc1ccc(CN2CC(C(=O)NCCN3CCN(c4ccccc4F)CC3)CC2=O)cc1 (stereo not given)
  8, 3
- CC(=O)N1CCN(Cc2nc3cc(NC(=O)Cn4nc(C)c5ccccc5c4=O)ccc3n2C)CC1
  23, -3

# Next results follow.
# Screens in order – FXIIa single, FXIa inh
- O=c1c2cc(N3CCOCC3)ccc2[nH]c(=S)n1Cc1ccc(Cl)cc1
  -2, -6
- O=C(Cc1ccccc1)N1CCC(O)(c2cccnc2)CC1
  3, 5
- Brc1cccc(-c2nnc3n2CCC3)c1
  5, -3
- CC(=O)Nc1ccccc1Sc1ccccc1
  5, -3
- CCn1c(=O)cc(SCC(=O)NCc2ccc(C)o2)c2ccccc21
  2, -3
- O=C(Nc1nnc(-c2cccs2)o1)c1cccc(Oc2ccccc2)c1
  0, 3
- COC(=O)c1cccc(OCC(O)Cn2cnc3cc(C)c(C)cc32)c1 (stereo not given)
  7, 7
- C/C(NC(=O)c1cccc(F)c1)=C1/C(=O)C[C@@H]2[C@H]1C2(C)C
  0, 1
- CCC(C(=O)NCc1ccc(OC)cc1)n1nc(C)n2c(cc3occc32)c1=O (stereo not given)
  -16, 27
- COc1ccc(N(CC(=O)NCC2CCCO2)S(=O)(=O)c2ccc(C)cc2)cc1OC (stereo not given)
  15, -5
- CCC(=O)Oc1ccc(/C(CC)=C(\CC)c2ccc(OC(=O)CC)cc2)cc1
  4, 1
- CCn1c(NCc2ccccc2Cl)nc2ccccc21
  8, 1
- CC1(C)Cc2c(C#N)c(NCc3ccco3)nc(-c3ccco3)c2CO1
  -7, -13
- CSc1ccc(N2CCN(CCCNC(=O)Nc3ccccc3F)CC2)cc1
  5, 9
- COc1ccc(N2C(=O)c3ccc(C(=O)OC(C)C)cc3C2=O)cc1
  11, -1
- Cc1c(C(=O)N2CCCCC2)sc(NC(=O)C2CC2)c1C#N
  8, -2
- CCOc1ccc(-n2cc(C(=O)NC(C)C)c3cc(OC)c(OC)cc3c2=O)cc1
  6, 8
- CN(C)S(=O)(=O)c1cccc(NC(=O)COC(=O)c2ccc(Br)o2)c1
  -16, 3
- O=C1C=C(c2ccc(Cl)cc2)C(=O)N1Nc1ccccc1
  -4, -1
- CCc1nnc(NC(=O)CSc2nnc(-c3c[nH]c4ccccc34)n2CCOC)s1
  -15, 1

# Looked up one by one from above:
# Screens in order – FXIIa single, FXIa inh
- CC1=NS(=O)(=O)c2cc(Cl)ccc2N1
  3, 7
- Cc1cc(OCC(=O)N2CCOCC2)cc2oc(=O)c3ccccc3c12
  -3, -7
- O=S(=O)(NCCNS(=O)(=O)c1ccccc1)c1ccccc1
  15, -1

# (listing goes on)
# Screens in order – FXIIa single, FXIa inh
- CN1C(=O)Cc2cc(S(=O)(=O)N3CCOCC3)ccc21
  5, 2
- Cc1ccc2nc(C)c(Cl)c(=O)n2c1
  -6, 2
- Cc1cc2c(cc(C(=O)OCC(=O)NCc3ccco3)n2C)s1
  2, -7
- CCOC(=O)c1c(C)[nH]c(C(=O)COC(=O)c2oc3ccccc3c2C)c1C
  3, -3
- Cc1ccc(Oc2ccc(Oc3ccc(C)cc3)nn2)cc1
  3, -12
- Cc1c(C(N)=O)sc2ncn(CC(=O)OC(C)C)c(=O)c12
  8, -7
- Cc1cc(=O)oc(C)c1C(=O)N1CCCCC1
  -12, 33
- COc1ccc(NS(=O)(=O)Cc2ccccc2)cc1OC
  -14, 15
- CCCCCc1nnc(NC(=O)C(=O)OCC)s1
  6, 8
- Cc1ccc(C(=O)O/N=C/c2c(C(F)(F)F)nn(C)c2Sc2ccc(Cl)cc2)cc1
  2, 2
- Fc1ccc(C(c2nnnn2CCc2ccccc2)N2CCCc3ccccc32)cc1 (stereo not given)
  4, 0
- O=C(c1cccc(F)c1)N1CCC(N2CCOCC2)CC1
  12, -2
- COc1ccc(C2N(S(=O)(=O)c3ccc(C)cc3)CCN2S(=O)(=O)c2ccc(C)cc2)cc1
  4, -2

# Single records, as listed above. Screens in order: FXIIa single | FXIa inh
# Profile of `CN(C)CCCNc1cn[nH]c(=O)c1Cl` → -4 | -1
# Profile of `C/C(NC(=O)c1cccc(F)c1)=C1/C(=O)C[C@@H]2[C@H]1C2(C)C` → 0 | 1
# Profile of `CCC(=O)c1cn(CC(=O)NCc2ccco2)c2ccccc12` → 23 | -1
# Profile of `CCOC(=O)N1CCN(c2ncnc3c2[nH]c2ccc(OC)cc23)CC1` → -17 | -13

# These rows are one share of the data (hit frequency here may not be typical).
